GPR151 activ – human GPR151 activation. Q8TDV0. PathHunter beta-arrestin GPR151 cells, luminescence. activation, % at 11.2 µM. actives 1% (n = 650,000); in the data active = activation above about 4.9%;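 note: 0% = median of compound wells and 100% = cells with positive control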
Target sequence (Q8TDV0 whole entry, looked up): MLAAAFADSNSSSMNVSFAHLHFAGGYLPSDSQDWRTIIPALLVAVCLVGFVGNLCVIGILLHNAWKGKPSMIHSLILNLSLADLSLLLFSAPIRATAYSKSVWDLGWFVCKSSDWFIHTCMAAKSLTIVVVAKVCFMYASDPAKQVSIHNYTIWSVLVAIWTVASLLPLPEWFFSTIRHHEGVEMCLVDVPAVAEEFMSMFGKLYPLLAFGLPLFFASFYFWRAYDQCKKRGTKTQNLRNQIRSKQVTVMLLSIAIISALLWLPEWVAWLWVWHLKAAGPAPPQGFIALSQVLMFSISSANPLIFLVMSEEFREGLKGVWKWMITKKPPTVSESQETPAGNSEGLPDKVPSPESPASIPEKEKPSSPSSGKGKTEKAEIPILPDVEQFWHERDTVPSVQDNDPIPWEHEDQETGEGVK
FBW7 act – activators of human E3 ligase FBW7. AlphaScreen FBW7–phospho-cyclin E peptide binding, activator screen. normalized activity (activation), % at 26.1 µM. Q969H0. actives 0.13% (n = 650,000). AID 1259310; in the data active = normalized activity above about 1.9%;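 note: purified mutant Fbw7 with reduced substrate affinity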
TEAD-YAP block – TEAD-YAP interaction inhibition; HEK-TIYL cells, TEAD-Gal4/YAP UAS-luciferase luminescence; inhibition, % at 9.12 µM; actives 1.4% (n = 640,000); in the data active = inhibition above about 32%;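 note: 0% = median of test compound wells and 100% = reference inhibitor wells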
MITF primary – blocks human microphthalmia-associated transcription factor; O75030; AlphaScreen MITF homodimerization, bead proximity signal; inhibition, % at 2.6 µM; actives 0.91% (n = 650,000); AID 1259374; in the data active = inhibition above about 50%;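 note: 0% = vehicle wells with protein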
Target sequence (O75030 whole entry, looked up): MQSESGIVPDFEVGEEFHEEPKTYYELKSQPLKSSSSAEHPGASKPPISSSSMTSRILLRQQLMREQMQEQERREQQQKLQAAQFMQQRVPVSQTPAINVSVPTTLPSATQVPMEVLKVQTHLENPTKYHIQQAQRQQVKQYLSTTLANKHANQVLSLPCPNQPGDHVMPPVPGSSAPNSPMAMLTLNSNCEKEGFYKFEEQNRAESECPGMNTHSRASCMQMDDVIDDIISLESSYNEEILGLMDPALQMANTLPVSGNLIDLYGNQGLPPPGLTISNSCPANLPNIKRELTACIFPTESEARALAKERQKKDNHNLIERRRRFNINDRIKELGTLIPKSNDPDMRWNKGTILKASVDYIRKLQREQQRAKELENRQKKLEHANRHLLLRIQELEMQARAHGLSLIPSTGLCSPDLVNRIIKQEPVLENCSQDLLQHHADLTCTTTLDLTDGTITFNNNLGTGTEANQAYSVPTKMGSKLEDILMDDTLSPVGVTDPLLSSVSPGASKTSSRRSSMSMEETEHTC
An asterisk follows results filed as active.

The line under a structure holds: GPR151 activ, FBW7 act, TEAD-YAP block, MITF primary
> O=[N+]([O-])c1ccccc1S(=O)(=O)N1CCN(C2CCC(c3ccccc3)CC2)CC1 (stereo unspecified)
    0.2, 0.0, 5, 14
> NC(=O)c1ccc(SCC(=O)O)c([N+](=O)[O-])c1
    0.4, -0.1, -8, -2
> O=c1[nH]ncn1-c1ccc(OC(F)(F)F)cc1
    -0.8, 0.1, -4, 5
> Cc1sc2nnn(Cc3ccccc3)c(=O)c2c1C
    -0.4, 0.5, 4, 8
> Cc1ccccc1CNC(=O)CN(c1ccc(Cl)c(Cl)c1)S(C)(=O)=O
    3.1, 0.0, 6, 14
> Cc1ccccc1OCC(O)Cn1c(Br)nc2c1c(=O)[nH]c(=O)n2C (stereo unspecified)
    0.3, 0.9, 4, 21
> CC1=Nc2ccccc2/C1=C/c1c(O)n(-c2ccccc2)c(=O)[nH]c1=O
    -0.6, -0.1, 5, -24
> N#CC(C1=NS(=O)(=O)c2ccccc21)c1nc2ccccc2n1Cc1ccccc1 (stereo unspecified)
    0.4, 0.0, 4, -1
> COCCn1c(=S)[nH]c2cc(C(=O)NCCc3cnc[nH]3)ccc2c1=O
    -1.6, -0.1, 7, -10
> CCOC(=O)c1c(NC(=O)COc2ccc(-c3ccccc3)cc2)sc2c1CCC(C)C2 (stereo unspecified)
    -0.5, -0.1, 0, 7
> O=C(Nc1cc([N+](=O)[O-])ccc1C(=O)N1CCC(Cc2ccccc2)CC1)c1cccs1
    2.0, 0.0, 7, 5
> Cc1ccsc1/C=C/C(=O)NCC(=O)N1CCC(N(C)CC2CCCO2)CC1 (stereo unspecified)
    -1.5, 0.1, -10, -17
> COc1ccc2cc(C(=O)Nc3ccccc3)c(=Nc3cccc(C(F)(F)F)c3)oc2c1
    0.3, -0.1, -45, 1
> CCC1(C)NC(=O)N(/N=C/c2ccc(C)s2)C1=O (stereo unspecified)
    -0.2, -0.1, -18, -5
> O=S(=O)(c1ccccc1)n1c(SCc2ccc(C(F)(F)F)cc2)nc2ccccc21
    -2.8, 0.8, -48, 12
> CCOc1nc2c(c(=O)n(Cc3ccc(Cl)cc3)c(=O)n2C)n1C
    -0.8, 0.2, -10, -10
> O=C(N/N=C/c1cc(Cl)cc(Br)c1O)c1ccncc1
    -0.2, 0.2, 47*, 98*
> CC(=O)c1ccc(NC(=O)COC(=O)c2ccc([N+](=O)[O-])o2)cc1
    -0.5, -0.1, 20, 5
> CN1C(=O)NC(c2ccccc2)C2=C1CN(c1ccccc1)C2=O (stereo unspecified)
    -0.7, -0.1, 0, 5
> O=C(N/N=C/c1cccc(OC(=O)c2ccco2)c1)c1ccncc1
    -0.5, -0.1, -2, 8
> O=c1n(Cc2ccccn2)nc2n(Cc3ccc(F)cc3)c3ccccc3n12
    2.2, -0.1, -9, -3
> Cc1ccc(Nc2nc(C)cc(C)c2C#N)cc1
    1.9, 0.1, -1, 1
> O=C(Cn1ccn(Cc2ccccc2)c(=O)c1=O)Nc1ccc(Cl)cc1
    -1.1, -0.1, -2, -1
> Cc1ccc2nc(-c3cc(Cl)c(N)c(Cl)c3)sc2c1
    -0.7, 0.0, -47, 3
> Cn1c(SCC(=O)Nc2ccc(C(N)=O)cc2)nnc1-c1ccncc1
    0.3, 0.2, 10, 10
> C=COCCNC(=O)C(=O)Nc1ccccc1OCC
    0.8, 0.0, -10, 2
> O=C(CCNS(=O)(=O)c1ccc(Br)cc1)NCc1ccc(F)cc1
    -0.4, 0.3, 6, -2
> COc1ccc(C(=O)NC(=S)N2CCN(Cc3ccccc3)CC2)cc1OC
    -0.7, 0.0, -2, 18
> C[C@@H](O)[C@@H]1NC(=O)[C@H]2CN(C(=O)c3ccc(F)cc3)CCN2C1=O
    -0.5, -0.1, 7, 16
> COc1ccc(NC(=O)CN2C(=O)C3CCCCN3C(=O)c3ccccc32)cc1 (stereo unspecified)
    0.0, 0.1, 6, 10

One compound at a time, as listed above. Screens in order: GPR151 activ | FBW7 act | TEAD-YAP block | MITF primary
Cn1c(SCC(=O)Nc2ccc(C(N)=O)cc2)nnc1-c1ccncc1 is listed with 0.3 | 0.2 | 10 | 10
Cc1ccc2nc(-c3cc(Cl)c(N)c(Cl)c3)sc2c1 is listed with -0.7 | 0.0 | -47 | 3
CCC1(C)NC(=O)N(/N=C/c2ccc(C)s2)C1=O (stereo unspecified) is listed with -0.2 | -0.1 | -18 | -5
C[C@@H](O)[C@@H]1NC(=O)[C@H]2CN(C(=O)c3ccc(F)cc3)CCN2C1=O is listed with -0.5 | -0.1 | 7 | 16

Additional entries.
The line under a structure holds: GPR151 activ, FBW7 act, TEAD-YAP block, MITF primary
> COc1ccccc1OCc1nc(C#N)c(N2CCN(C)CC2)o1
    -0.7, 0.1, -10, 16
> NC(=O)c1ccsc1NC(=O)CCSc1ccc(Cl)cc1
    -1.9, 0.2, -27, 10
> Oc1c(C(Nc2ccccn2)c2cccnc2)cc(Cl)c2cccnc12 (stereo unspecified)
    0.2, -0.2, 58*, 85*
> CC(NC(=O)C(=O)N1CCCCC1)C(c1cccs1)N1CCN(c2ccccc2)CC1 (stereo unspecified)
    0.2, -0.2, 13, 2
> Cc1cc(C)nc(Nc2ccc([N+](=O)[O-])cc2)n1
    2.5, 0.0, -1, 69*
> CC(=O)Nc1ccc2nc(NC(=O)CCSc3ccc(C)cc3)sc2c1
    1.1, -0.2, -7, 12
> CCCCC1=NN2C(=N)/C(=C/c3ccc(OCc4ccc(F)cc4)c(OCC)c3)C(=O)N=C2S1
    -0.9, -0.1, 2, -6
> NC(=O)c1ccc(-c2nc(NCCc3ccc(O)cc3)c3ncn(C4CCCCC4)c3n2)cc1
    1.3, 0.0, 44*, 0
> CCCN1C(=O)C(=Cc2nc3ccccc3c(=O)n2-c2ccc([N+](=O)[O-])cc2)c2cc(Br)ccc21
    1.2, 0.1, -3, -11
> COc1ccc(OC)c(N2C(=O)NC(=O)/C(=C/C=C/c3ccccc3[N+](=O)[O-])C2=O)c1
    -1.6, 0.0, -1, 1
> COCC(C)N=C1NN=C(c2cccs2)C(CC(=O)O)S1 (stereo unspecified)
    1.7, -0.6, 10, -4
> COc1ccc(O)c(CN2CCc3c(cnc(C)c3CNC(=O)C3CCCO3)C2)c1 (stereo unspecified)
    1.6, -0.1, 1, 8
> CCC1CCCCN1CCCNC(=O)c1sc2nc3n(c(=O)c2c1C)CCCCC3 (stereo unspecified)
    -2.1, 0.0, 7, -6
> CCN1CCN(CCCOc2cc(C)c(Cl)cc2C)CC1
    -0.9, 0.2, 2, 64*
> CCOc1nn(CC)cc1C(=O)Nc1nccs1
    0.9, 0.8, 2, 4
> COc1ccc(Nc2cc(-c3ccccc3)ncn2)c(OC)c1
    0.3, 0.0, -17, 0
> Cc1ccccc1S(=O)(=O)NC(=O)c1ccccc1
    -0.8, 0.8, 10, 7
> CN(C)c1cccc(Nc2nc(Nc3ccccc3)c3ncn(-c4ccsc4)c3n2)c1
    5.6*, 0.2, -67, 9
> Cc1ccc(N=Cc2cc(-c3ccccc3)sc2S)c(C)c1
    -0.5, 0.0, 3, 1
> O=[N+]([O-])c1ccccc1CSc1nnnn1-c1ccccc1
    3.7, 0.0, 0, 4
> Cc1ccc(-c2nn3c(C(=S)Nc4cccc(C)c4)c(-c4ccccc4)c4c3n2CCCC4)cc1
    -0.3, -0.1, -10, -3
> O=C(OCc1nc2ccccc2s1)c1cccs1
    -0.7, 0.1, -59, 14
> COC(=O)c1cc(C(=O)OC)n(Cc2ccc(F)cc2)c1C
    -0.5, 0.1, 4, -8
> C/C(=N/NC(=O)Cc1c(C)nc(C)[nH]c1=O)c1ccccc1
    -1.3, 0.3, 10, 8
> CCc1ccccc1NC(=O)C1CCCN1C(=O)NCc1ccccc1 (stereo unspecified)
    0.0, 0.0, -12, 46
> CN(C)c1ccc(NC(=O)CN2CCN(CC(=O)Nc3ccccc3F)CC2)cc1
    2.1, -0.3, 11, 0
> CCOc1ccc(N2C(=O)CSC2c2cccc(C(F)(F)F)c2)cc1 (stereo unspecified)
    1.6, 0.1, -6, -11
> CCn1c(=O)c2ccccc2n2c(SCC(=O)NC3CCCC3)nnc12
    -0.5, 0.0, 4, -1
> CCCCOc1ccc(OCCSc2nc3ccccc3n2CCO)cc1
    -0.3, 0.1, -13, 3
> CCCCCCC(C)OC(=O)c1ccccc1C(=O)O (stereo unspecified)
    1.2, 0.0, 3, 0

Fetched by structure from the entries so far, 3 records:
The line under a structure holds: GPR151 activ, FBW7 act, TEAD-YAP block, MITF primary
> CC(=O)Nc1ccc2nc(NC(=O)CCSc3ccc(C)cc3)sc2c1
    1.1, -0.2, -7, 12
> NC(=O)c1ccsc1NC(=O)CCSc1ccc(Cl)cc1
    -1.9, 0.2, -27, 10
> CC(NC(=O)C(=O)N1CCCCC1)C(c1cccs1)N1CCN(c2ccccc2)CC1 (stereo unspecified)
    0.2, -0.2, 13, 2

An excerpt from above, reduced to TEAD-YAP block, GPR151 activ and MITF primary.
Structure,TEAD-YAP block,GPR151 activ,MITF primary
CCc1ccccc1NC(=O)C1CCCN1C(=O)NCc1ccccc1 (stereo unspecified),-12,0.0,46
COc1ccc(O)c(CN2CCc3c(cnc(C)c3CNC(=O)C3CCCO3)C2)c1 (stereo unspecified),1,1.6,8

Other results follow:
Short keys – A = GPR151 activ; B = FBW7 act; C = TEAD-YAP block; D = MITF primary
CC(=O)NC1(c2ccccc2F)CCN(Cc2ccnc(N3CCCC3)n2)CC1
  A: -0.5; B: 0.0; C: 3; D: 13
Cc1nc(SCC(=O)Nc2ccc(C)c(Cl)c2)c2c(=O)n(C)c(=O)n(C)c2n1
  A: -2.3; B: 1.0; C: 6; D: -11
Cc1ccccc1CN(c1cccc(C)c1C)S(C)(=O)=O
  A: -0.5; B: 0.6; C: 13; D: 14
CCCOc1ccc(C(=O)Nc2cc(-c3nn4c(C)nnc4s3)ccc2C)cc1
  A: -0.1; B: 0.0; C: -1; D: 5
c1cnc(Oc2ccc(CN3CCCC(c4ccn[nH]4)C3)cc2)nc1 (stereo unspecified)
  A: 3.0; B: -0.1; C: -7; D: 3
C=CCOc1ccc(I)cc1CNC(C)(C)CO
  A: -1.5; B: 0.1; C: 6; D: -8
CC1CCN(C(=O)c2cc3c(=O)n(C)c4ccccc4c3s2)CC1
  A: -0.6; B: 0.2; C: -19; D: 2
CC(C)N(C)C(=O)c1ccc(OC2CCN(C(=O)C3CC3)CC2)cc1
  A: -1.0; B: 0.0; C: 3; D: -2
O=C1CSC(c2ccc(Cl)cc2)N1c1cccc(F)c1 (stereo unspecified)
  A: -0.2; B: -0.1; C: 1; D: 4
O=C(O)C1Nc2ccc3ccccc3c2C2C=CCC12 (stereo unspecified)
  A: 0.4; B: 0.0; C: -2; D: 24
COc1cc(N(C)C)c([N+](=O)[O-])cc1C(=O)NCCN1CCN(C)CC1
  A: 0.6; B: 0.0; C: -7; D: 9
O=C(CCCn1c2ccccc2c(=O)c2ccccc21)Nc1cccc(F)c1
  A: 0.4; B: 0.0; C: 3; D: -1
COc1ccc(N2C(=O)CN(C(=O)c3sccc3C)CC23CCCC3)cc1
  A: 0.4; B: 0.3; C: 9; D: -1
CC(=O)Nc1cccc(NC(=O)Nc2ccc(F)cc2)c1
  A: 2.7; B: 0.3; C: -2; D: -3
CC1CCCCC1NC(=O)C1CCN(c2nnnn2-c2ccccc2)CC1 (stereo unspecified)
  A: -0.7; B: 0.9; C: 2; D: 23
COc1ccc(NC(=O)CNC(=O)c2nn(-c3ccc(OC)cc3OC)c(=O)c3ccccc23)c(OC)c1
  A: -2.3; B: 0.1; C: -8; D: 19
CCOc1ccc(NC(=O)Cc2cccc3c(S(=O)O)cccc23)cc1
  A: -6.7; B: -0.2; C: -31; D: -3
CC(C(=O)N(Cc1nc(-c2ccccc2)no1)C(C)C)c1ccc([N+](=O)[O-])cc1 (stereo unspecified)
  A: 0.1; B: -0.2; C: 4; D: -12
CCC1CCCCN1C(=O)CSc1nnc(-c2ccc(NS(C)(=O)=O)cc2)o1 (stereo unspecified)
  A: -1.0; B: 0.3; C: 10; D: 11
NC1=NC(c2ccc(Br)s2)n2c(nc3ccccc32)N1 (stereo unspecified)
  A: -0.7; B: -0.1; C: -4; D: -9
COc1cc(NS(=O)(=O)c2cc(Br)cnc2N)cc(OC)c1OC
  A: -0.5; B: 0.0; C: 1; D: -4
Cc1cc2c(cc1C)C(c1ccc(Cl)c([N+](=O)[O-])c1)CC(=O)N2 (stereo unspecified)
  A: 0.2; B: -0.1; C: -1; D: -5
O=C1[C@@H]2C[C@H](NCc3cnn(-c4cccc(F)c4)c3)CN2C(=O)[C@H]2CCCN12
  A: 0.0; B: 0.1; C: 3; D: 20
CCC(C1CCCCC1)S(=O)(=O)c1ccc(S(=O)(=O)O)cc1 (stereo unspecified)
  A: -0.2; B: -0.2; C: 4; D: 6
CCOc1ccc(C(O)C[N+](=O)[O-])cc1OCC (stereo unspecified)
  A: 0.6; B: -0.1; C: 20; D: 4
COc1ccc2cc(CN(Cc3nnnn3Cc3ccco3)C3CCCC3)c(=O)[nH]c2c1
  A: -1.1; B: 1.3; C: 7; D: 7
O=C(CCC(=O)Nc1ccc(Br)cc1)N/N=C/c1cccs1
  A: 6.0*; B: -0.1; C: -6; D: -2
CC(C(=O)Nc1ccc(N2CCOCC2)cc1)N1C(=O)c2ccccc2C1=O (stereo unspecified)
  A: 3.2; B: 0.1; C: -1; D: -8
CC1(C)CC(=O)C2=C(C1)Nc1nc(C(F)(F)F)nn1C2c1cccc(F)c1 (stereo unspecified)
  A: -1.0; B: 0.0; C: 10; D: -5
O=C(CC1C(=O)NCCN1CCc1ccccc1)NCCCc1ccccc1 (stereo unspecified)
  A: 0.1; B: 0.1; C: 3; D: 6
